NPY-Y1 antag – NPY-Y1 (human) receptor antagonism. P25929. HEK293-CNG Y1 cells, membrane potential fluorescence; NPY at EC95, then isoproterenol. inhibition, % at 3.6 µM. hit rate 1% among 200,000;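 active = inhibition above the campaign mean inhibition of all tested compounds plus 3 SD, cut at about 20% in these data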;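 also: 0% = DMSO wells given NPY plus isoproterenol and 100% = isoproterenol alone without NPY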
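material = HEK293 cells with Y1 receptor plus CNG channel | also added = NPY 25 nM then isoproterenol 1 µM plus Ro 20-1724 25 µM | schedule = dye 3 h, compound 60 min room temperature, stimulation 45 min | measured by = membrane potential fluorescence | benchmarks = high control isoproterenol alone, low control NPY with isoproterenol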
S1P4 ag – activates the human S1P4 receptor | S1P4-expressing cell line, agonist reporter assay | activation, % at 4.98 µM | hit rate 0.35% among 220,000 | AID 1509; in the data active = activation above about 11%;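 also: 0% = DMSO vehicle and 100% = reference agonist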
zfTRPN1 agonist – agonists of zebrafish TRPN1 channel | HEK293 zebrafish TRPN1-YFP, Fluo-8 calcium fluorescence; 100% = response to 87 µM carbachol | activation, % at 3 µM | hit rate 0.18% among 220,000;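 active = activation above its plate's cutoff, the mean activation of test wells on that plate plus 3 SD, cut at about 19% in these data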;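 also: 0% = DMSO alone and 100% = 87 µM carbachol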
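Control set: carbachol 87 µM as high control, DMSO as low control; system: HEK293 stable line with zebrafish TRPN1-YFP; read-out: % activation versus carbachol response; detection: intracellular calcium fluorescence with Fluo-8; doses: single test compound dose, 3 µM nominal, 0.3% DMSO; schedule: dye 1 h 37 °C plus 30 min RT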
TRPML3 ag – human mucolipin-3 channel agonism. activation, % at 3 µM. HEK293 TRPML3-YFP, Fluo-8 calcium fluorescence; 100% = the carbachol control signal. hit rate 0.29% among 220,000. Q8TDD5;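 active = activation above its plate's cutoff, the mean activation of the plate's test wells plus 3 SD, cut at about 12% in these data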;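 also: 0% = DMSO only wells and 100% = carbachol wells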
Target sequence (Q8TDD5 whole entry, looked up): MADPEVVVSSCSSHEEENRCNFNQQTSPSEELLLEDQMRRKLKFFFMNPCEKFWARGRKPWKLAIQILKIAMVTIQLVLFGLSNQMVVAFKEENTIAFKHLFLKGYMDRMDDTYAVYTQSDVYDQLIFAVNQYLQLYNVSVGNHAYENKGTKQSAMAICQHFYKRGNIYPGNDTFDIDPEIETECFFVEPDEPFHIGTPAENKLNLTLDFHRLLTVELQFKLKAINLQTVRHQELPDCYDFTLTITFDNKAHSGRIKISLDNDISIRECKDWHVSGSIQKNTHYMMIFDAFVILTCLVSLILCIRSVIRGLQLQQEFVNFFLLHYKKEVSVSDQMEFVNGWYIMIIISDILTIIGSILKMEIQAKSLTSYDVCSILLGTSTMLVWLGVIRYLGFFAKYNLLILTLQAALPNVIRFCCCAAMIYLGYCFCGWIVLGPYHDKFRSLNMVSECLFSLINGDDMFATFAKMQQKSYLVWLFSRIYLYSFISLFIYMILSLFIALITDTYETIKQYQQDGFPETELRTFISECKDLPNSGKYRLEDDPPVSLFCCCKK
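Test system: TRPML3-YFP stable HEK293 cells. Doses: single point at 3 µM. Incubation: dye loading 1 h 37 °C then 30 min ambient, 125 s read. Signal: Fluo-8 calcium dye fluorescence, ex 470-495, em 515-575 nm. Measure: percent activation from peak-to-basal fluorescence ratio, scaled between DMSO and carbachol.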
NPY2 pot ag – human NPY-Y2 potentiation or agonism, primary screen; P49146; cells expressing NPY-Y2, potentiator/agonist read-out; activation, % at 3.6 µM; hit rate 0.45% among 220,000; AID 1359; in the data active = activation above about 27%;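 also: cells stimulated with NPY near EC25 plus isoproterenol at EC100; 0% = vehicle plus submaximal agonist and 100% = vehicle plus saturating agonist; some results beyond the cut were filed as inactive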
Target sequence (P49146 whole entry, looked up): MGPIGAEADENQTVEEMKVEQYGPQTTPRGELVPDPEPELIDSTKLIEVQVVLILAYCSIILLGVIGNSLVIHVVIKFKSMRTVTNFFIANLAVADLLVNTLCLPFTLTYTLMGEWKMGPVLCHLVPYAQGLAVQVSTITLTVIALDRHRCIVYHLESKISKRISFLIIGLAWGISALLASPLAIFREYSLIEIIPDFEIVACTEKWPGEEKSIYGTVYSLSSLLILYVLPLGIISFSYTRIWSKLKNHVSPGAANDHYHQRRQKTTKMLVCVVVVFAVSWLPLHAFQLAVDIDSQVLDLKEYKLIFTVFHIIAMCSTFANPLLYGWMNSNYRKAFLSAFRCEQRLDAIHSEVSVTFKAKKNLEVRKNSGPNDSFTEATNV
EP2 mod – modulates human prostaglandin E2 receptor EP2 signaling; P43116; EP2-expressing cells, cAMP HTRF FRET, PGE2 co-stimulation; induction, % at 25 µM; hit rate 0.83% among 260,000; AID 940;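 active = compounds whose cAMP rise, as percent of the full-agonist control response, exceeds 60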;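 also: rat C6 glioma line stably carrying human EP2 under a CMV promoter; the protocol text gives 20 µM as final concentration; 100% = response of wells given 1 µM PGE2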
NPY-Y1 PAM-ag – potentiators or agonists of human neuropeptide Y receptor Y1; AID 1304; NPY-Y1 expressing cells, potentiator/agonist activation; hit rate 0.37% among 220,000; activation, % at 3.6 µM; in the data active = activation above about 33%, passing the limit was not always enough;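 also: cells stimulated with NPY at EC10 then isoproterenol at EC100; 0% = low agonist plus stimulus and 100% = saturating agonist plus stimulus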
CHOP inhibitor – inhibitors of CHOP induction in ER stress response; AID 2732; CHO-K1 CHOP-promoter luciferase, tunicamycin-induced, 15-18 h; hit rate 3.8% among 220,000; inhibition, % at 10 µM;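 active = compounds that reduced the stress-induced luciferase reporter signal by more than about 70% of percent inhibition, limit read from the data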;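 also: 0% = tunicamycin plus vehicle and 100% = wells without tunicamycin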
S1P4 antag – blocks the human S1P4 receptor | O95977 | S1P4-expressing cells, antagonist mode, reporter read-out | inhibition, % at 4.98 µM | hit rate 0.26% among 220,000; in the data active = inhibition above about 29%;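 also: 0% = wells stimulated with agonist and 100% = vehicle wells without agonist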
* marks the source's active call; other numbers are inactive results. This is a random part of the collection, and some 6.5% of all compounds hit somewhere here.

COc1ccc(CCNC(=O)c2cc(S(=O)(=O)N3CCC4(CC3)OCCO4)ccc2F)cc1OC was read as NPY-Y1 antag -4, S1P4 ag -0.4, zfTRPN1 agonist 4.1, TRPML3 ag 3.1, NPY2 pot ag -5, EP2 mod 11, NPY-Y1 PAM-ag -2, CHOP inhibitor -4 and S1P4 antag -1.
CCOc1ccc(C(=O)N/N=C/c2ccccc2[N+](=O)[O-])cc1 was read as NPY-Y1 antag 5, S1P4 ag -0.4, zfTRPN1 agonist 1.9, TRPML3 ag 0.9, NPY2 pot ag 8, EP2 mod -14, NPY-Y1 PAM-ag -3, CHOP inhibitor 3 and S1P4 antag 14.
`CNc1nc(-c2ccc3c(c2)CCN3C(=O)c2cccc(F)c2)cs1` gave S1P4 ag -0.2, zfTRPN1 agonist 5.8, TRPML3 ag 1.8, NPY2 pot ag 20, EP2 mod 9, NPY-Y1 PAM-ag 15, CHOP inhibitor 18 and S1P4 antag -5.
For COc1ccccc1OCC(=O)OCC(=O)Nc1ncc(Cl)cc1Cl the results were NPY-Y1 antag -1, S1P4 ag -1.3, zfTRPN1 agonist 0.2, TRPML3 ag 0.0, NPY2 pot ag 6, EP2 mod 0, NPY-Y1 PAM-ag 3, CHOP inhibitor 27 and S1P4 antag -20.
Screening O=C(NCCN1CCCCCC1)C1CC(=O)N(CCc2ccccc2)C1 (configuration not stated) returned NPY-Y1 antag -1, S1P4 ag -0.7, zfTRPN1 agonist 1.6, TRPML3 ag 0.3, NPY2 pot ag -6, EP2 mod 14, NPY-Y1 PAM-ag 6, CHOP inhibitor 22 and S1P4 antag 2.
CN(C)S(=O)(=O)c1cccc(NC(=S)NCCc2ccccn2)c1 was read as NPY-Y1 antag -3, S1P4 ag 2.1, zfTRPN1 agonist 1.0, TRPML3 ag 0.7, NPY2 pot ag 5, EP2 mod 22, NPY-Y1 PAM-ag 8, CHOP inhibitor 9 and S1P4 antag -7.
Screening CCN(CC)C(=O)c1cn(CCC#N)nc1-c1ccc2c(c1)OCCO2 returned NPY-Y1 antag 2, S1P4 ag 0.6, zfTRPN1 agonist -0.4, TRPML3 ag 1.9, NPY2 pot ag -12, EP2 mod 24, NPY-Y1 PAM-ag -8, CHOP inhibitor 10 and S1P4 antag -9.
Screening COc1cc(OC)cc(-c2n[nH]c(=S)n2-c2cc(OC)ccc2OC)c1 returned NPY-Y1 antag 2, S1P4 ag 3.7, zfTRPN1 agonist -0.4, TRPML3 ag 0.6, NPY2 pot ag -6, EP2 mod 18, NPY-Y1 PAM-ag -20, CHOP inhibitor 24 and S1P4 antag -7.
Screening O=C(Nc1ccccc1C(=O)N/N=C/c1ccco1)c1ccc(Cl)cc1 returned NPY-Y1 antag 4, S1P4 ag 0.5, zfTRPN1 agonist -0.5, TRPML3 ag 0.0, NPY2 pot ag 10, EP2 mod -26, NPY-Y1 PAM-ag -5, CHOP inhibitor 1 and S1P4 antag -7.
Screening O=C(O)Cc1ccc(NC(=S)Nc2ccc(Br)cc2Cl)cc1 returned S1P4 ag -0.8, zfTRPN1 agonist 1.6, TRPML3 ag 0.8, NPY2 pot ag -10, EP2 mod -13, NPY-Y1 PAM-ag 15, CHOP inhibitor 6 and S1P4 antag 2.
`CC(C)CNC(=O)CSc1nnc(-c2cccc(S(=O)(=O)N3CCCCC3)c2)o1` gave NPY-Y1 antag -2, S1P4 ag -0.7, zfTRPN1 agonist -1.1, TRPML3 ag 0.4, NPY2 pot ag -4, EP2 mod -3, NPY-Y1 PAM-ag -4, CHOP inhibitor -8 and S1P4 antag 5.
CCN(CC)S(=O)(=O)c1cccc(-c2csc(C)n2)c1 was read as S1P4 ag 1.4, zfTRPN1 agonist 0.3, TRPML3 ag -0.3, NPY2 pot ag 1, EP2 mod -5, NPY-Y1 PAM-ag -5, CHOP inhibitor 4 and S1P4 antag -1.
Screening N#Cc1cc(-c2ccccc2)cnc1Sc1ccc(Cl)cc1 returned NPY-Y1 antag -2, S1P4 ag 0.7, zfTRPN1 agonist -0.4, TRPML3 ag 0.8, NPY2 pot ag -5, EP2 mod -45, NPY-Y1 PAM-ag -4, CHOP inhibitor 43 and S1P4 antag -10.
`O=C(NCc1ccco1)c1cc(-c2ccncc2)nc2ccccc12` gave NPY-Y1 antag 0, S1P4 ag 3.0, zfTRPN1 agonist 0.5, TRPML3 ag 0.0, NPY2 pot ag -17, EP2 mod -6, NPY-Y1 PAM-ag -1, CHOP inhibitor 13 and S1P4 antag -5.
`COc1cccc(NC(=O)c2ccc(C(=O)c3ccccc3)o2)c1` gave NPY-Y1 antag 3, S1P4 ag -1.1, zfTRPN1 agonist -2.7, TRPML3 ag 0.0, NPY2 pot ag 13, EP2 mod -28, NPY-Y1 PAM-ag 0, CHOP inhibitor -15 and S1P4 antag 7.
`COc1cc(CNC2CCCCCC2)cc(OC)c1OC` gave NPY-Y1 antag 6, S1P4 ag 1.5, zfTRPN1 agonist -1.3, TRPML3 ag -0.1, NPY2 pot ag -13, EP2 mod 0, NPY-Y1 PAM-ag -36, CHOP inhibitor -1 and S1P4 antag -22.
For CCN(CC)S(=O)(=O)c1cc(OCC(N)=O)c(C)cc1Cl the results were NPY-Y1 antag 0, S1P4 ag -1.4, zfTRPN1 agonist 1.6, TRPML3 ag 1.3, NPY2 pot ag -6, EP2 mod 0, NPY-Y1 PAM-ag -15, CHOP inhibitor 21 and S1P4 antag -12.
For CCOC(=O)N1CCc2c(sc3c2c(=O)n(Cc2ccccc2)c(=O)n3Cc2ccc(C)cc2)C1 the results were NPY-Y1 antag -1, S1P4 ag 1.6, zfTRPN1 agonist 0.1, TRPML3 ag 0.6, NPY2 pot ag 7, EP2 mod 32, NPY-Y1 PAM-ag 0, CHOP inhibitor 35 and S1P4 antag -6.
For O=C(NCc1cccc2ccccc12)Nc1ccccc1 the results were NPY-Y1 antag 8, S1P4 ag -2.3, zfTRPN1 agonist -1.2, TRPML3 ag 0.6, NPY2 pot ag 3, EP2 mod -74, NPY-Y1 PAM-ag -11, CHOP inhibitor 19 and S1P4 antag -6.
O=C(O)c1cc(-c2ccccc2)n[nH]1 was read as NPY-Y1 antag 5, S1P4 ag 0.1, zfTRPN1 agonist -1.2, TRPML3 ag -0.2, NPY2 pot ag -3, EP2 mod 4, NPY-Y1 PAM-ag -7, CHOP inhibitor 15 and S1P4 antag -15.
For Cc1cc(N2CCOCC2)nc2ccccc12 the results were NPY-Y1 antag 6, S1P4 ag -2.1, zfTRPN1 agonist 0.0, TRPML3 ag -0.3, NPY2 pot ag 12, EP2 mod 18, NPY-Y1 PAM-ag -16, CHOP inhibitor 9 and S1P4 antag -12.
Screening CCOc1ccc(S(=O)(=O)c2c(C(=O)c3ccccc3)cnc3cc4c(cc23)OCCO4)cc1 returned NPY-Y1 antag 4, S1P4 ag 1.4, zfTRPN1 agonist 0.2, TRPML3 ag 0.7, NPY2 pot ag 3, EP2 mod -3, NPY-Y1 PAM-ag -39, CHOP inhibitor 12 and S1P4 antag 6.
Screening O=C(N/N=C1\CCc2ccccc21)c1ccc(O)cc1 returned NPY-Y1 antag -2, S1P4 ag 0.2, zfTRPN1 agonist 1.4, TRPML3 ag 0.8, NPY2 pot ag -3, EP2 mod -32, NPY-Y1 PAM-ag 5, CHOP inhibitor 5 and S1P4 antag -7.
O=C(CCSCc1ccc(Cl)cc1)NCc1cccnc1 was read as NPY-Y1 antag 4, S1P4 ag -1.3, zfTRPN1 agonist 0.3, TRPML3 ag 0.4, NPY2 pot ag 11, EP2 mod 7, NPY-Y1 PAM-ag 14, CHOP inhibitor -1 and S1P4 antag -1.
Screening CN1CCN(C(c2cccc(Cl)c2)c2ccccc2Cl)CC1 (configuration not stated) returned NPY-Y1 antag 13, S1P4 ag 1.5, zfTRPN1 agonist 1.0, TRPML3 ag 1.2, NPY2 pot ag -4, EP2 mod 39, NPY-Y1 PAM-ag 9, CHOP inhibitor 44 and S1P4 antag -15.
For O=C(Cn1cc([N+](=O)[O-])nc1[N+](=O)[O-])N1CCN(c2ccccc2)CC1 the results were NPY-Y1 antag 1, S1P4 ag -0.6, zfTRPN1 agonist 2.2, TRPML3 ag 0.9, NPY2 pot ag -13, EP2 mod 36, NPY-Y1 PAM-ag 18, CHOP inhibitor 20 and S1P4 antag -6.
`Cc1n[nH]c(=O)nc1NCCN(C)C` gave NPY-Y1 antag 5, S1P4 ag 0.2, zfTRPN1 agonist 0.0, TRPML3 ag 0.3, NPY2 pot ag 7, EP2 mod -26, NPY-Y1 PAM-ag -1, CHOP inhibitor 11 and S1P4 antag 7.
`CCCCCOC(=O)CSc1nnc(-c2cc(OC)c(OC)c(OC)c2)o1` gave NPY-Y1 antag 2, S1P4 ag -1.2, zfTRPN1 agonist -2.5, TRPML3 ag 0.1, NPY2 pot ag -2, EP2 mod 30, NPY-Y1 PAM-ag -10, CHOP inhibitor 37 and S1P4 antag -11.
Screening CCOC(=O)Nc1nnc(-c2ccc(OC)cc2)s1 returned NPY-Y1 antag 7, S1P4 ag 3.4, zfTRPN1 agonist -0.3, TRPML3 ag 4.5, NPY2 pot ag 8, EP2 mod -6, NPY-Y1 PAM-ag -11, CHOP inhibitor 15 and S1P4 antag -11.
Screening O=C(CN1CCN(Cc2ccccc2)CC1)Nc1cccc(S(=O)(=O)N2CCCCCC2)c1 returned NPY-Y1 antag 8, S1P4 ag -0.1, zfTRPN1 agonist 3.5, TRPML3 ag 1.9, NPY2 pot ag -14, EP2 mod -28, NPY-Y1 PAM-ag 0, CHOP inhibitor 23 and S1P4 antag -10.
Screening COc1ccc(C(=O)CSc2n[nH]c(-c3ccco3)n2)cc1 returned NPY-Y1 antag 0, S1P4 ag 1.0, zfTRPN1 agonist 1.2, TRPML3 ag 0.6, NPY2 pot ag 4, EP2 mod 12, NPY-Y1 PAM-ag -23, CHOP inhibitor -22 and S1P4 antag -18.
`Nc1ccc(C(=O)c2ccc3c(c2)OCCO3)cc1N` gave NPY-Y1 antag 2, S1P4 ag 0.9, zfTRPN1 agonist -1.5, TRPML3 ag -0.4, NPY2 pot ag -8, NPY-Y1 PAM-ag 2 and S1P4 antag -24.
Cc1cc(NC(=O)c2cc(-c3ccc4c(c3)OCO4)on2)n(-c2ccccc2)n1 was read as NPY-Y1 antag 2, S1P4 ag -1.1, zfTRPN1 agonist 0.0, TRPML3 ag -0.2, NPY2 pot ag 6, EP2 mod 45, NPY-Y1 PAM-ag -10, CHOP inhibitor 19 and S1P4 antag -2.
`CC(Cl)C(=O)NNc1cccc(Cl)n1` (configuration not stated) gave NPY-Y1 antag 0, S1P4 ag 0.5, zfTRPN1 agonist 0.0, TRPML3 ag 0.2, NPY2 pot ag -6, EP2 mod -18, NPY-Y1 PAM-ag 11, CHOP inhibitor -20 and S1P4 antag -10.

Source: PubChem
